Source: PubChem BioAssay (National Center for Advancing Translational Sciences (NCATS))
TexasRed fluor: Texas Red fluorescence interference in TRb-SRC2 counter-screen; TRb/SRC2 Texas Red total fluorescence interference; Potency, µM (titrated, usually from 106 µM), for inactives: at the top dose fluorescence change, negative = quenching; 280,000 tested, 0.29% active; AID 1479; active = well fitted curve in either direction with a large enough effect; inconclusive = small, poorly fitted or top-dose-only effect
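Flags fluorescent or light-absorbing compounds by total fluorescence, S + 2P, at 555 nm excitation and 632 nm emission. Mixture: 20 nM Texas Red SRC2 peptide, 0.6 uM human TRb LBD, 1 uM T3, 5% DMSO; compound exposure 5 h at ambient temperature.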
TRb SRC2 PPI: disrupts binding of human TR beta to SRC2; P10828; TRbeta-SRC2 peptide binding, fluorescence polarization; receptor liganded with 1 µM T3; Potency, µM (top dose mostly 106 µM), for the others: at the top dose activity change, negative = inhibition, actives largely listed as inhibitors; 280,000 tested, 0.065% active;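 also: plate controls were bound peptide for no effect and peptide without receptor for full effect; nearly all actives have a fitted effect of over 50% in size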
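TRb LBD 0.6 uM + Texas Red SRC2 peptide 20 nM, 1 uM T3, Tris buffer w/ 5% DMSO; compound pinned, 5 h RT; FP read ex 555/em 632; normalized to unbound and bound controls.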
L3MBTL1 block: L3MBTL1 (human) inhibition; Potency, µM (doses to about 57.1 µM), for the others: top-dose activity, negative = inhibition, usual class: inhibitors; Q9Y468; AlphaScreen L3MBTL1–H3K9me1 peptide binding; 230,000 tested, 0.66% active; AID 485360; also: nearly all actives have a fitted effect of over 60% in size
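Read-out is AlphaScreen signal from streptavidin donor and nickel chelate acceptor beads (10 ug/mL final each) bridging L3MBTL1 (50 nM) and biotinylated K9-monomethylated H3(1-15) peptide (75 nM), after 30 min compound exposure at room temperature.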
Tau fibril FP: inhibitors of human tau fibril formation | K18 P301L tau heparin fibrillization, Alexa594 FP, 6 h | Potency, µM (highest dose often 57.7 µM), without a hit: at the top dose activity, negative = inhibition, actives largely listed as inhibitors | 280,000 tested, 0.39% active; also: nearly all actives have a fitted effect of over 55% in size
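FP of Alexa 594-tau after heparin (20 uM) induction. Substrate: human K18 P301L, 15 uM unlabeled, 0.24 uM labeled. Buffer 100 mM sodium acetate pH 7. 6 hr, 37 C.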
KDM4E inh: JMJD2E (human) inhibition; JMJD2E catalytic domain, FDH-coupled NADH fluorescence (FDH is formaldehyde dehydrogenase); Potency, µM (titrated, usually from 57.1 µM), without a hit: top-dose activity change, negative = inhibition, hits mostly inhibitors; 230,000 tested, 1.6% active; AID 2147; active = well fitted inhibition curve with a large enough effect, not every such curve was filed as active; inconclusive = small, poorly fitted or top-dose-only effect, or another doubt; inactive = no such curve, though single readings can be large or run the other way;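 also: 0% = wells with enzyme and -100% = buffer wells without enzyme; nearly all actives have a fitted effect of over 50% in size; many of its hits are not listed in these tables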
RGS12 GoLoco inh: inhibitors of human Gai1-RGS12 GoLoco interaction (red fluorophore). Gai1:RGS12 GoLoco peptide FP, rhodamine, 10 min. P63096. 230,000 tested, 0.44% active. Potency, µM (doses to about 61.6 µM), without a hit: at the top dose activity, negative = inhibition, usual class: inhibitors; active = well fitted inhibition curve with a large enough effect, not every such curve was filed as active; inactive = no such curve, though single readings can be large or run the other way; also: nearly all actives have a fitted effect of over 30% in size; many of its hits are not listed in these tables
Target sequence (P63096 whole entry, looked up): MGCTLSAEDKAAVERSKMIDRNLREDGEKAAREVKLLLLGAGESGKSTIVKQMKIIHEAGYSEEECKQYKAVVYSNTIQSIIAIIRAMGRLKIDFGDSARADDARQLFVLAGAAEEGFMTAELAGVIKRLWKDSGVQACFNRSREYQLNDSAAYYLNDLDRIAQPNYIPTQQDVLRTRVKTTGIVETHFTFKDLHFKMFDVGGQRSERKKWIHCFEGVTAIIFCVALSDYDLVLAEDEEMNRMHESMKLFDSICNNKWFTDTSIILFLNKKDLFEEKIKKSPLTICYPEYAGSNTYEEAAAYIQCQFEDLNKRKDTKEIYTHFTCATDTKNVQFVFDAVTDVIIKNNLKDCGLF
Tau ThT inhib: inhibitors of human tau fibril formation, thioflavin T binding; 270,000 tested, 2.1% active; recombinant tau K18 P301L (four-repeat tau fragment), heparin-induced fibrillization, ThT fluorescence; Potency, µM (doses to about 57.4 µM), for the others: at the highest dose activity, negative = inhibition, hits mostly inhibitors; also: nearly all actives have a fitted effect of over 55% in size
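Tau K18 P301L fragment (15 uM unlabeled plus 0.24 uM Alexa 594-labeled) in 100 mM sodium acetate pH 7 with compound, fibrillization induced by 20 uM heparin for 6 hr at 37 C. Thioflavin T (30 uM) added, fluorescence read after 1 hr (ex 450, em 510 nm).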
RECQ1 helicase: blocks DNA unwinding by human RECQ1; RECQ1 DNA unwinding, red fluorescence kinetic read; 240,000 tested, 0.54% active; Potency, µM (highest dose often 57.3 µM), for inactives: top-dose activity, negative = inhibition, hits mostly inhibitors;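 also: plate controls were vehicle for no effect and no enzyme for full effect; nearly all actives have a fitted effect of over 30% in size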
Target sequence (P46063 whole entry, looked up): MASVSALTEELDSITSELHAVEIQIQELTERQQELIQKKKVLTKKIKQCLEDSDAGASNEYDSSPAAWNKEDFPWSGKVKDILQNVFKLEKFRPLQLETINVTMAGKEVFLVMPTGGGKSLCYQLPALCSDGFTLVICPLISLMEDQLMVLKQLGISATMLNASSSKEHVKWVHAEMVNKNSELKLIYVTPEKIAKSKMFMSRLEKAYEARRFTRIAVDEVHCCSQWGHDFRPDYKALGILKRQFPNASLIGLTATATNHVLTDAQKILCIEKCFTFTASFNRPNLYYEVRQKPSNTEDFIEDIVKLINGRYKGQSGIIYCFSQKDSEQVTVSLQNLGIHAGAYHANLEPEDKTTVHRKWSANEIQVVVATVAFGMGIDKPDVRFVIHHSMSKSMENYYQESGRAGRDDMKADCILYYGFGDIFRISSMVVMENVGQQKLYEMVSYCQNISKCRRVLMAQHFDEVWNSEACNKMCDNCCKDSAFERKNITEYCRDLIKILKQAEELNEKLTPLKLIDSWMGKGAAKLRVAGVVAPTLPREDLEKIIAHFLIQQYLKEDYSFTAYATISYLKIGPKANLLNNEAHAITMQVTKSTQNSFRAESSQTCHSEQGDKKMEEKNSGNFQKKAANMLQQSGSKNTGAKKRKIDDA
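RECQ1T1 50 nM; forked duplex (20 bp + 30-nt ss tails) 200 nM, ATP 2 mM final; pH 8.0, 2 mM MgCl2, 2.5 ug/ml poly(dI-dC); 15 min compound preincubation; discontinuous kinetic read over 2 h at RT.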
An asterisk follows results filed as active; i = inactive; ? = inconclusive; · = not tested or not shown; [ ] = remark or other dose. Unless noted, calls follow the shape of the dose curve; as a rule, active = well fitted curve in the direction sought with a large enough effect; inconclusive = small, poorly fitted or top-dose-only effect, or another doubt; inactive = no such curve, though single readings can be large; an effect the other way counts as inactive or inconclusive. Unless noted, % is scaled to controls: 0 for no effect and ±100 for the full control effect; potency is read from the fitted curve at half-maximal effect. These rows are one share of the data (hit frequency here may not be typical).

SMILES | TexasRed fluor | TRb SRC2 PPI | L3MBTL1 block | Tau fibril FP | KDM4E inh | RGS12 GoLoco inh | Tau ThT inhib | RECQ1 helicase
CCOC(=O)Cn1cnc2c(nnn2-c2ccc(OC)cc2)c1=O | 2% | -20% | 3% | 0% | -3% | -14% | -6% | -3%
O=C(O)CSc1nnc(CNc2ccccc2Cl)n1-c1ccccc1 | 1% | -15% | · | 3% | -6% | -8% | -13% | i
C/C(=N\OC(=O)c1c(-c2ccccc2Cl)noc1C)c1ccncc1 | -4% | 1% | 9% | 14% | -15% | 2% | 2% | i
CC1(C)CC(=O)C=C(NCCN2CCN(C(=S)NC3CCCCC3)CC2)C1 | -5% | 6% | 6% | 3% | 4% | 14% | 2% | 10%
CCCCCn1nc(C)c2c(C)cc(=O)[nH]c21 | 1% | 3% | 6% | 1% | -1% | -7% | 0% | -6%
COc1ccc(OC)c(NC2=C(Cl)C(=O)N(Cc3ccccc3)C2=O)c1 | -1% | 5% | ? | -7% | -22% | 7% | ? | 0%
CC(C)Cc1cc(C(=O)N2CCN(c3ccc(F)cc3)CC2)no1 | 2% | 8% | 2% | -7% | -9% | -2% | -15% | 0%
CN1CCc2c(sc(NC(=O)c3ccc(S(=O)(=O)N4CCOCC4)cc3)c2C(N)=O)C1 | -5% | 3% | -1% | 2% | -3% | 75%[activator] | ? | 8%
CCc1cccc(NC(=O)C2CCCC2)c1 | -4% | -10% | 4%[11.4 µM] | -1% | 5% | 7% | -2% | -6%
O=[N+]([O-])c1cccc(-c2nnn(C34CC5CC(CC(C5)C3)C4)n2)c1 | -1% | -7% | 1% | -2% | -2% | 1% | -4% | -3%
CC(C)(C)OC(=O)N1CCCC1C(=O)N1CCc2ccccc21 (stereo not given) | -3% | -6% | -11% | 1% | 0% | -3% | 1% | 2%
Cc1ccc(N2C(=O)NC(NC(=O)C(C)(C)C)(C(F)(F)F)C2=O)cc1C (stereo not given) | 0% | -1% | 8% | -5% | 5% | -1% | -6% | -10%
COc1cc(NS(=O)(=O)c2cc(Br)cc3c2N(C(=O)C2CC2)CC3)cc(OC)c1 | 1% | -6% | · | -15% | · | · | -9% | ·
COc1ccc(-c2nn(-c3ccccc3)cc2CO)cc1OC | -4% | -11% | 4% | -8% | ? | -6% | -7% | -9%
Fc1ccc(-c2[nH]ncc2-c2nnnn2-c2ccccc2)c(F)c1 | -5% | 3% | -1% | -3% | 4% | -2% | -4% | 0%
O=C(COC(=O)c1cccnc1)Nc1ccccc1 | 2% | -8% | 9% | -4% | 4% | 10% | -3% | -2%
Cc1ccc(Nc2nc(N3CCOCC3)nc(N3CCOCC3)n2)cc1 | -2% | -11% | -1% | 2% | -6% | -9% | -4% | -6%
Cc1ccc(C2N(c3cccc(Cl)c3)C(=O)C3CCCN32)o1 (stereo not given) | -2% | -6% | · | -1% | -4% | 6% | -12% | -11%
Cc1ncc([N+](=O)[O-])n1CC(=O)NC(C)(C)C | 0% | -4% | 5% | 7% | -6% | 5% | 6% | -3%
COc1ccc(-c2noc(CCC(=O)N(C)c3ccccc3C)n2)cc1 | -1% | -11% | · | 3% | · | · | ? | ·
O=C(N/N=C/c1ccco1)c1cc(-c2cccs2)[nH]n1 | 8% | -3% | -6% | -7% | -1% | -5% | -2% | 1%
O=C(Nc1nc(N2C(=O)c3ccccc3C2=O)n(-c2ccccc2)n1)c1ccc(Cl)cc1 | -2% | -4% | 20% | 3% | -15% | 3% | -3% | -1%
CCN(CC(=O)Nc1ccccc1OC)C(=O)C1CC2C=CC1C2 (stereo not given) | 2% | -10% | · | -7% | 2% | -5% | -4% | -4%
Cc1nnsc1SCCNC(=O)c1c(F)cccc1F | -2% | 4% | 9% | 1% | 1% | -3% | -19% | 0%
O=C1OCCC1Sc1nc2ccccc2n1-c1ccccc1 (stereo not given) | 2% | 7% | 7% | 3% | -2% | 4% | 0% | -6%

Part of the list above, as labelled records:
O=C(O)CSc1nnc(CNc2ccccc2Cl)n1-c1ccccc1
  TexasRed fluor: 1% | TRb SRC2 PPI: -15% | L3MBTL1 block: · | Tau fibril FP: 3% | KDM4E inh: -6% | RGS12 GoLoco inh: -8% | Tau ThT inhib: -13% | RECQ1 helicase: i

Cc1ncc([N+](=O)[O-])n1CC(=O)NC(C)(C)C
  TexasRed fluor: 0% | TRb SRC2 PPI: -4% | L3MBTL1 block: 5% | Tau fibril FP: 7% | KDM4E inh: -6% | RGS12 GoLoco inh: 5% | Tau ThT inhib: 6% | RECQ1 helicase: -3%

Next part:
SMILES | TexasRed fluor | TRb SRC2 PPI | L3MBTL1 block | Tau fibril FP | KDM4E inh | RGS12 GoLoco inh | Tau ThT inhib | RECQ1 helicase
O=C(CN1CCN(Cc2ccc3c(c2)OCO3)CC1)N1CCc2[nH]c3ccc(F)cc3c2C1 | -1% | -14% | -6% | 3% | -2% | -2% | -24% | -3%
CC(C)CN1CCN(Cc2cccn2-c2ccccn2)CC1CCO (stereo not given) | -2% | 9% | -3% | 6% | -34% | 11% | -13% | 3%
CCOC(=O)c1ccc(NC(=S)NCCCN2CCN(C3CCCCC3)CC2)cc1 | -2% | 1% | · | -13% | 1% | 6% | -1% | -2%
COc1ccc(C/C(C)=N/NC(=O)c2cc(C)oc2C)cc1 | 1% | -3% | 1% | 2% | 119%[activator] | 3% | -14% | i
CCOc1ccc(-c2cc(C(=O)NCc3ccccc3)c3c(-c4ccc(CC)cc4)[nH]nc3n2)cc1 | 1% | -3% | · | -9% | · | · | -1% | ·
CCOC(=O)/C=C1\SCC(=O)N1CC(=O)NC(C)c1ccccc1 (stereo not given) | 2% | 3% | 6% | 5% | -1% | 21% | 2% | -5%
O=C(Nc1ccc2c(c1)OCO2)c1ccc(S(=O)(=O)N2CCCC2)cc1 | 1% | -7% | -1% | 4% | -4% | 8% | -10% | -7%
CCCCNC(=O)C1C2C=CC3(CN(Cc4ccccc4Cl)C(=O)C13)O2 (stereo not given) | 0% | -6% | 4% | 3% | 13% | -1% | 1% | i
O=S(=O)(Cc1cc(Oc2ccccc2)nc(-c2ccccc2)n1)c1ccccc1 | 0% | 8% | 4% | 7% | -2% | 31% | 10% | -11%
COCCCn1c(SCC(=O)Nc2ccc(F)cc2)nc2c(sc3ccccc32)c1=O | -3% | 2% | · | -4% | · | · | 14% | ·
O=C(C1=C(O)C(=O)N(Cc2cccnc2)C1c1ccccn1)c1cccs1 (stereo not given) | -1% | 7% | 0% | -10% | 10% | 16% | -1% | i
O=C(Nc1ccc2oc(-c3ccncc3)nc2c1)c1ccccc1 | 0% | -3% | · | -2% | ? | 7% | ? | i
Cc1cc(C)n(CC(=O)N/N=C/c2ccco2)n1 | -3% | 2% | 0% | -7% | 4% | 0% | -2% | -3%
C=CCNC(=O)C12CCC(C)(C(=O)C1Br)C2(C)C (stereo not given) | 0% | -3% | -1% | 5% | 2% | 14% | 3% | -3%
CCc1cc2c(=O)[nH]cnc2s1 | -1% | 1% | 4% | -8% | 4% | 5% | -1% | -2%
CCCn1c(=NC(=O)c2ccco2)c(C(=O)OCC)cc2c(=O)n3ccccc3nc21 | 6% | 5% | · | 4% | ? | 10% | -6% | ?
Nc1nc2n(n1)C(=O)CC(c1ccccc1[N+](=O)[O-])N2 (stereo not given) | -4% | 0% | -8% | 1% | -21% | 4% | -5% | -5%
Oc1c(C(c2ccccc2F)N2CCN(c3ccccc3F)CC2)sc2nc(-c3ccco3)nn12 (stereo not given) | -3% | 4% | · | -15% | · | · | ? | ·
CCOC(=O)c1c(/N=C/N(C)C)sc(/C=N/Nc2ccccc2)c1-c1ccccc1 | 1% | -6% | -3% | ? | ? | 9% | -17% | i
O=c1cc(-c2ccccc2Cl)c2c([nH]1)CCC2 | -9% | -1% | 28µM* | ? | 0% | 7% | 8% | 9%
Cc1cccc(CNC(=O)c2cnc3sc(N4CCCCCC4)nn3c2=O)c1 | ? | -16% | · | -18% | · | · | -10% | ·
COc1cccc(-c2csc(NC(=O)C3CC3)n2)c1 | 0% | -1% | · | -3% | 2% | 11% | -14% | -20%
CNC(=O)N(O)C1N(c2ccccc2)C(=S)SC1(C)C (stereo not given) | -1% | -9% | 8% | -1% | -1% | 10% | 6% | -2%

An excerpt from above in order of length of the SMILES, falling.
SMILES | TexasRed fluor | TRb SRC2 PPI | L3MBTL1 block | Tau fibril FP | KDM4E inh | RGS12 GoLoco inh | Tau ThT inhib | RECQ1 helicase
CCOc1ccc(-c2cc(C(=O)NCc3ccccc3)c3c(-c4ccc(CC)cc4)[nH]nc3n2)cc1 | 1% | -3% | · | -9% | · | · | -1% | ·
Oc1c(C(c2ccccc2F)N2CCN(c3ccccc3F)CC2)sc2nc(-c3ccco3)nn12 (stereo not given) | -3% | 4% | · | -15% | · | · | ? | ·
O=C(Nc1ccc2c(c1)OCO2)c1ccc(S(=O)(=O)N2CCCC2)cc1 | 1% | -7% | -1% | 4% | -4% | 8% | -10% | -7%
CCCCNC(=O)C1C2C=CC3(CN(Cc4ccccc4Cl)C(=O)C13)O2 (stereo not given) | 0% | -6% | 4% | 3% | 13% | -1% | 1% | i
C=CCNC(=O)C12CCC(C)(C(=O)C1Br)C2(C)C (stereo not given) | 0% | -3% | -1% | 5% | 2% | 14% | 3% | -3%
Cc1cc(C)n(CC(=O)N/N=C/c2ccco2)n1 | -3% | 2% | 0% | -7% | 4% | 0% | -2% | -3%
CCc1cc2c(=O)[nH]cnc2s1 | -1% | 1% | 4% | -8% | 4% | 5% | -1% | -2%
